E coli WT inh: growth inhibitors of wild type E. coli, primary screen, strain BW25113 wild type, absorbance readout | inhibition, % at 10 µM | E. coli BW25113 growth inhibition, OD600 | AID 552, 2006 | 20,000 tested, 0.05% active; in the data active = inhibition above about 40%;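 also: bacteria exposed to compound for 20 hours at 37 °C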
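Material: bacterial strain in a whole-cell growth screen; Amount: inoculum from a 1:1000 dilution of a 1.5 h subculture; Buffer or medium: LB plus kanamycin 50 µg/mL; Dosing: one dose, 10 µM final; Times: compound exposure of 20 h at 37 °C; Measured by: absorbance at 615 nm as a measure of bacterial growth.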
* hit, by the source's call.

SMILES | E coli WT inh
CCN(C(=O)Cc1c(C(=O)O)[nH]c2ccccc12)c1cc(OC)ccc1OC | 6
CN(CCO)CC(O)Cn1cnc2c1c(=O)n(C)c(=O)n2C (configuration not stated) (tested in a mixture with another compound) | 5
Clc1ccc(COn2nnc3ccccc32)c(Cl)c1 | -19
C/C(O)=C\c1nc(=O)c2c(C)cc(C)nc2n1-c1ccccc1 | 3
O=C(Nc1ccc(N2CCCC2)cc1)c1cccc(F)c1 | 2
CCS(=O)(=O)N1CCC(C(=O)N2CCOCC2)CC1 | -4
Oc1ccc(C=Nc2cccc3ncccc23)c(O)c1 | 5
COC(=O)C1=C(C)N(c2ccc(F)c(Cl)c2)C(=O)C1 | 5
Cc1ccc(C)c(C(=O)NCc2ccncc2)c1 | -19
COCCNC(=O)CC(NS(=O)(=O)c1ccc(NC(C)=O)cc1)C(C)C (configuration not stated) | 2
c1nc(N2CCOCC2)c2c3c(sc2n1)CCCC3 | -7
O=C(NCc1ccc(Cl)cc1)c1ccc(COCC(F)(F)F)o1 | 6
COc1cccc(-c2nn3c(-c4cc(C)[nH]n4)nnc3s2)c1 | -9
COC(=O)CN(c1ccc(F)cc1)S(=O)(=O)c1ccccc1 | -7
COc1ccc(NC(=O)C2CCCN2S(=O)(=O)c2cccc3cccnc23)c(OC)c1 (configuration not stated) | -4
COc1ccc(C(=O)n2ccc(C)n2)cc1Br | -14
COc1ccc(-c2nc3cc(NC(=O)Cc4ccc(OC)c(OC)c4)ccc3o2)cc1 | 7
Oc1[nH]c2ccccc2c1C1=NCCCC1 | -16
COc1cc(C(=O)N2c3ccccc3CC2C)cc(OC)c1OC (configuration not stated) | 2
CCOc1ccc(NC(=O)CSc2nnc(Cc3cccn3C)n2-c2ccc(OC)cc2)cc1 | 19
Clc1ccccc1-c1nnc2sc(-c3cccs3)nn12 | -21
CCOc1ccccc1CNc1nc2nc3c(c(=O)n2[nH]1)CCC3 | -21
Cc1nn(-c2ccccc2)c(Cl)c1C(=O)NCC(=O)O | -5
CC1CCN(c2nc3c(c(=O)[nH]c(=O)n3C)n2CCSc2ncccn2)CC1 | 17
CC(C)(C)c1[nH]nc2c1C(c1ccncc1)C(C#N)=C(N)O2 (configuration not stated) | -18
O=C1CC(c2ccc(S(=O)(=O)NCCOc3ccccc3)cc2)CN1 (configuration not stated) | -2
Cn1c(SCC(=O)Nc2cccc3ccccc23)nc(O)cc1=O | -8
O=C(Nc1c(C(=O)NCc2ccco2)cnn1-c1ccccc1)c1ccc(F)cc1 | 10
CC1CCc2cc(F)cc3c(O)c(C(=O)Nc4cnccn4)c(=O)n1c23 (configuration not stated) | -3
O=C(NCCN1CCN(c2ccccc2)CC1)c1ccc(NC(=O)C2CCCO2)cc1 (configuration not stated) | -5
O=C(CN1C(=O)COc2ccccc21)NCCCN1CCc2ccccc2C1 | 0
Cn1c(=O)c2c(ncn2Cc2cc(-c3ccccc3)no2)n(C)c1=O | -8
Cc1cc(C)n(C(=O)c2ccc(C)c(S(=O)(=O)N3CCOCC3)c2)n1 | -21
O=C(CCSc1nccn1Cc1ccccc1)N1CCOCC1 | 14
CCOC(=O)N1CCN(C(=O)c2ccc3c(=O)n(Cc4ccc(OC)cc4)c(=S)[nH]c3c2)CC1 | 9
COc1ccc(C2C3C(=O)N(Cc4ccccc4)C(=O)C3ON2c2ccccc2)c(OC)c1OC (configuration not stated) | -11
O=C(CSc1nnc(-c2ccccc2)n1Cc1ccccc1)NC1CC1 | 22
Cc1ccc(-c2nn[nH]n2)cc1 | 4
Cc1cc(C)n2nc3nc(N4CCCCC4)nc(-c4ccco4)c3c2n1 | 2
Cc1ccc(S(=O)(=O)CC2CSc3nc(N)cc(=O)n32)cc1 (configuration not stated) | -17
O=C(O)CCCC(=O)Nc1ccccc1C(=O)N1CCCC1 | -16
Cc1cc(Cl)c(S(=O)(=O)N2CC(C)OC(C)C2)cc1OCC(N)=O (configuration not stated) | 4
COC(=O)c1ccc(NC(=O)CN2CCOCC2)cc1 | -17
COC(=O)CSc1nc(NCC(C)C)nc(N2CCOCC2)n1 | -22
COc1ccc(C(=O)CN2C(=O)c3ccccc3C2=O)c(OC)c1C | -14
COc1ccc(Cl)c(NC(=O)NCCN2CCN(c3ccccc3)CC2)c1 | -7
Cc1nn(-c2ccccc2)c2c1C1(C(=O)N(C)c3ccccc31)C(C#N)=C(N)O2 (configuration not stated) | -23
CN(C)c1nc(OCCNC(=O)COc2ccc(Cl)cc2Cl)nc(N2CCOCC2)n1 | -2
Cc1onc(-c2ccccc2Cl)c1C(=O)NCCn1c(C)cc2ccccc21 | -2
CSc1cccc(NC(=O)COc2ccccc2)c1 | -13
CCCOc1ccc(N2C(=O)CC(N3CCCC(C(=O)N4CCCC4)C3)C2=O)cc1 (configuration not stated) | -25
CCn1c(=O)c(C(=O)NCc2ccc(OC)cc2)c(O)c2ccccc21 | 0
Cc1cc(NC(=O)c2ccc3c(c2)OCCO3)no1 | -13
CC(C)C(=O)Nc1cccc(NC(=O)c2cc3ccccc3o2)c1 | -7
COc1ccc(OCCSc2nc3ccccc3n2CC(=O)O)cc1 | 5
COc1ccc(OCC(O)CON2C(=O)c3ccccc3C2=O)cc1 (configuration not stated) | -16
Cc1cnc(C(=O)NCCc2ccc(S(=O)(=O)NC(=O)NC3CCCCC3)cc2)cn1 | 19
N#CCCN(CCC#N)C(=O)c1ccc2c(c1)OCO2 | -14
CCOC(=O)c1c(N)c(C#N)nn1-c1ccccc1C(=O)OC | -8
O=C(CCC(=O)N(c1cccc(F)c1)C(C(=O)NC1CCCC1)c1ccncc1)Nc1cccnc1 (configuration not stated) | -3

Quoted at random: five entries already listed, in no set order.
SMILES | E coli WT inh
COc1ccc(OCC(O)CON2C(=O)c3ccccc3C2=O)cc1 (configuration not stated) | -16
N#CCCN(CCC#N)C(=O)c1ccc2c(c1)OCO2 | -14
Cc1onc(-c2ccccc2Cl)c1C(=O)NCCn1c(C)cc2ccccc21 | -2
Cc1cnc(C(=O)NCCc2ccc(S(=O)(=O)NC(=O)NC3CCCCC3)cc2)cn1 | 19
CCCOc1ccc(N2C(=O)CC(N3CCCC(C(=O)N4CCCC4)C3)C2=O)cc1 (configuration not stated) | -25

(cont.)
SMILES | E coli WT inh
Cn1c(=O)c2c(nc(NCC3CCCO3)n2C)n(C)c1=O (configuration not stated) | -1
CC1CN(C(=O)CSc2nnc(-c3ccc(Cl)cc3)n2C)CC(C)O1 (configuration not stated) | -4
COc1ccc(Oc2coc3cc(OC(=O)N4CCOCC4)ccc3c2=O)cc1 | -13
N#Cc1nc(-c2cccs2)oc1NCc1ccco1 | -1
COC(=O)Cc1[nH]nc2c1C1(CCSCC1)C(C#N)=C(N)O2 | -16
Cc1nnc(SCc2ccccc2C#N)n1-c1ccccc1 | 2
COC(=O)NCC1(C)CC(NC(=O)OC)CC(C)(C)C1 (configuration not stated) | 3
O=C(c1ccncc1)N1CCN(C(=O)c2ccncc2)CC1 | -17
CCCN(CCC)S(=O)(=O)c1ccc(C(=O)O)cc1 | -1
Cc1nc(SCC(=O)Nc2ccnc3ccccc23)n[nH]1 | -8
CCOC(=O)n1c(SCC(=O)N(CC)CC)nc2ccccc21 | -3
CCC(=O)Nc1cc(C)c(NC(=O)C23CC4CC(CC(C4)C2)C3)cn1 | -2
COc1cc(C2N=C(c3ccccc3)NO2)cc(Br)c1O (configuration not stated) | 8
CCn1c(SCC(=O)c2ccc(NS(=O)(=O)c3ccccc3)cc2)nnc1-c1cccs1 | -4
CN(C)S(=O)(=O)N1CCN(C(=O)c2ccccc2Cl)CC1 | -11
Cc1ccc(-c2cc(C(=O)NCc3ccco3)no2)cc1 | -15
COCc1nn2c(N)c(C#N)cnc2c1-c1ccccc1 | -25
COCc1cc(C)nc2sc(C(=O)OC(C)C)c(N)c12 | -26
CC(C)CNS(=O)(=O)c1ccc(CCC(=O)N2CCN(Cc3ccccc3)CC2)cc1 | -15
O=S(=O)(Nc1ccc2c(c1)OCCO2)c1cccs1 | 6
CCN1CCN(S(=O)(=O)c2cc(OC)ccc2OC)CC1 | 5
O=C(O)CCc1ccc(-c2cccs2)n1NC(=O)c1ccccc1Br | -4
COc1cccc(OCCOCCN(C)CCO)c1 | 6
O=C(CN1CCOCC1)N1CCCc2c1c(=O)oc1ccc(OCc3ccccc3)cc21 | 8
CCOC(=O)CCCCC(=O)c1[nH]c(=O)[nH]c1CSc1nc(-c2ccccc2)c(C#N)c(=O)[nH]1 | -14
COC(=O)C1=C(C)NC(=O)C1(Nc1nccs1)C(F)(F)F (configuration not stated) | -12
CCOc1cccc(NC(=O)CC#N)c1 | -5
OCCNc1ncnc2c1c(-c1ccccc1)c(-c1ccccc1)n2Cc1ccco1 | 0
CCC(CO)Nc1ncnc2c1cnn2-c1ccc(Cl)cc1 (configuration not stated) | 3
CCOCCCNC(=O)c1ccccc1SCC | -14
CCOc1ccccc1OCC(=O)Nc1nnc(COC)s1 | 5
Cn1c(Cc2ccccc2)nnc1SCC(=O)Nc1ccccc1N1CCOCC1 | -16
Cc1ccc2cccc(SCC(=O)N3CCOCC3)c2n1 | 4
Cn1c(=O)c2ccccc2n(Cc2ccccc2F)c1=O | 0
CCOC(=O)N1CCC(NC(=O)CN2C(=O)CCSc3ccccc32)CC1 | 0
COc1cc(C2CC(=O)NC3=C2C(=O)CC(C)(C)C3)ccc1O (configuration not stated) | 3

Structural class, those above containing bromine.
SMILES | E coli WT inh
COc1ccc(C(=O)n2ccc(C)n2)cc1Br | -14
COc1cc(C2N=C(c3ccccc3)NO2)cc(Br)c1O (configuration not stated) | 8
O=C(O)CCc1ccc(-c2cccs2)n1NC(=O)c1ccccc1Br | -4

Part of the list above, as labelled records.
> CCOC(=O)N1CCN(C(=O)c2ccc3c(=O)n(Cc4ccc(OC)cc4)c(=S)[nH]c3c2)CC1
- E coli WT inh: 9

> COc1ccc(Oc2coc3cc(OC(=O)N4CCOCC4)ccc3c2=O)cc1
- E coli WT inh: -13

Continued:
SMILES | E coli WT inh
O=C(Nc1ccc(Cl)cc1)Nc1ccc(N2CCOCC2)cc1 | -14
Cc1cc(C)c2cc(CN(CC3CCCO3)C(=O)NC3CCCCC3)c(=O)[nH]c2c1 (configuration not stated) | 0
O=C(CCCn1c(=O)c2sccc2n(Cc2ccc(F)cc2)c1=O)NCc1ccco1 | 11
COCCCn1c(=N)c(C(=O)NCC2CCCO2)cc2c(=O)n3cccc(C)c3nc21 (configuration not stated) | -4
COc1ccc(OC)c(S(=O)(=O)Nc2cc(OC)c(Cl)cc2OC)c1 | -23
COCCCNC(=O)CN(Cc1ccc(Cl)cc1)S(C)(=O)=O | 2
COc1ccccc1NC(=O)CC(NCc1ccccc1)C(=O)O (configuration not stated) | 0
CCOC(=O)Cc1c(C)c2c(O)cc(O)cc2oc1=O | 1
CC(=O)Nc1ccc(S(=O)(=O)n2nc(C)cc2C)cc1 | -5
CCOC(=O)c1c(C)[nH]c(C(=O)COC(=O)c2ccc(F)c(S(=O)(=O)N3CCOCC3)c2)c1C | 4
C=CCSc1nnc(-c2ccccc2NC(C)=O)c(=O)[nH]1 | 5
Cc1ccc(S(=O)(=O)N2CCN(C(=O)CSc3nnnn3C)C2)cc1 | 9
CCOC(=O)N1CCN(C(=O)c2nc3ccccc3s2)CC1 | 1
COc1cc(SC)ccc1C(=O)Nc1ccon1 | -5
COc1cc2[nH]c(=O)n(CCCCCC(=O)N3CCN(c4ccccn4)CC3)c(=O)c2cc1OC | 1
CCOC(=O)c1ccccc1NC1CC(=O)N(c2ccccc2C)C1=O (configuration not stated) | -1
O=C(CNS(=O)(=O)c1ccc(F)cc1)N1CCN(c2ccccc2)CC1 | -20
CNC(=O)CSc1nnc(CCc2ccccc2)n1-c1ccccc1 | 5
CCn1nc(C)c(NC(=O)CSc2nnc(-c3ccco3)n2C)c1C | 3
COc1ccc(NC(=O)Nc2ccccc2C)c(OC)c1 | -1
CCCNCC(O)COc1ccccc1C(=O)CCc1ccccc1 (configuration not stated) | 11
Nc1ncnc2oc(-c3ccco3)c(-c3ccco3)c12 | -1
O=C(CS(=O)(=O)Cc1ccccc1)N1CCc2ccccc21 | -27
Cc1nc(SCc2c(F)cccc2Cl)n[nH]1 | -19
O=C(CCNC(=O)Cn1ccc2ccccc2c1=O)NCCN1CCc2ccccc2C1 | 17
Cn1cc(Cl)c(C(=O)NC2CCCC2)n1 | 7
CN1CCN(CCCN2c3ccccc3Sc3ccc(Cl)cc32)CC1 | 1
CC(Oc1ccccc1)C(=O)Nc1ccc(C(N)=O)cc1 (configuration not stated) | -19
Cn1c(=O)n(CCCOc2ccc(Cl)cc2)c2ccccc21 | -18
COc1ccc(S(=O)(=O)N2CCC(C(=O)NCc3ccccn3)CC2)cc1Cl | -21
CCOCCCNS(=O)(=O)Cc1ccccc1 | 0
Cc1nc2ccc(S(=O)(=O)NCC(=O)N3CCCCC3)cc2s1 | 7
CCCc1cc(=O)[nH]c(/N=C(/NC(=O)C(C)N2C(=O)c3ccccc3C2=O)Nc2ccccc2)n1 (configuration not stated) | -25
O=C(Nc1ccc(F)cc1F)c1ccc(COc2c(F)c(F)cc(F)c2F)o1 | -15
Cc1ccc2cccc(S(=O)(=O)n3nc(C)cc3C)c2n1 | -20
CCN(CC(=O)Nc1ccc2c(c1)OCCO2)Cc1cc(=O)oc2cc(C)c(C)cc12 | -7

Some of these compounds in order of formula weight, rising.
SMILES | E coli WT inh
Cn1cc(Cl)c(C(=O)NC2CCCC2)n1 | 7
Cc1nc2ccc(S(=O)(=O)NCC(=O)N3CCCCC3)cc2s1 | 7
CN1CCN(CCCN2c3ccccc3Sc3ccc(Cl)cc32)CC1 | 1
COc1ccc(S(=O)(=O)N2CCC(C(=O)NCc3ccccn3)CC2)cc1Cl | -21
O=C(CCNC(=O)Cn1ccc2ccccc2c1=O)NCCN1CCc2ccccc2C1 | 17

The listing continues.
SMILES | E coli WT inh
CCCCN1CCc2c([nH]c3ccc(C)cc23)C1=O | 2
O=C(NCc1cccnc1)c1ccc(=O)oc1 | 5
CCOc1ccc2oc(-c3ccccc3)c(C(=O)N3CCN(CCO)CC3)c2c1 | 13
Cc1cccc(-c2noc(CN(C(=O)CCc3ccccc3)C(C)C)n2)c1 | -21

These rows are one share of the data (hit frequency here may not be typical).
